# M1 antag: human CHRM1 antagonism. AID 588852. CHO-K1 hM1, Fluo-8 calcium fluorescence, ACh EC80 antagonist. 360,000 tested, 1.3% active. inhibition, % at 3 µM;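 active = percent inhibition above its own plate's cutoff, namely the mean of that plate's compound wells plus 3 SD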;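 also: peak over basal fluorescence ratio during 140 s after agonist addition; 0% = ACh EC80 plus DMSO and 100% = DMSO alone without agonist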
# Target sequence (P11229 whole entry, looked up): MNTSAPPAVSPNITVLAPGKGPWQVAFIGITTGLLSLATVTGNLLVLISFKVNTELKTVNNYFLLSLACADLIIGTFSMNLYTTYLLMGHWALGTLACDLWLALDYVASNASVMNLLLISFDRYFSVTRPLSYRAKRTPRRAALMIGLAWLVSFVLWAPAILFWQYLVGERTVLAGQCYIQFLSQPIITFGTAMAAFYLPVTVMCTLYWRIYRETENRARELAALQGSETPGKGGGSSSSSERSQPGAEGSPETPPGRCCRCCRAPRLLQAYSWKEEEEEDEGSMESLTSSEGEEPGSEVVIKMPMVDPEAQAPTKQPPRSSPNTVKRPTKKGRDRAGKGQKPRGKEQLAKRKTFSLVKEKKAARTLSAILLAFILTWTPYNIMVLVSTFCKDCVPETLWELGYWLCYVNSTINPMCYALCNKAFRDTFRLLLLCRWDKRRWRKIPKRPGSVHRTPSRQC
# M1 PAM: positive allosteric modulators of human M1 muscarinic receptor | P11229 | CHO-K1 hM1, Fluo-8 calcium fluorescence, ACh EC20; 0% = ACh EC20, 100% = maximal ACh | activation, % at 3 µM | 360,000 tested, 0.088% active | AID 588819; in the data active = activation above about 19%, passing the limit was not always enough
# CHRM4 agonist: CHRM4 agonism in calcium assay; CHO-K1 hM4/Gqi5, Fluo-8 calcium fluorescence; vehicle 0%, full acetylcholine response 100%; P08173; AID 624127; activation, % at 3 µM; 360,000 tested, 0.14% active;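 active = activation above the run mean over all test wells plus 3 SD, cut at about 32% in these data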;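 also: peak over basal fluorescence ratio per well then scaled between controls; 0% = DMSO wells and 100% = acetylcholine at EC100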
# Target sequence (P08173 whole entry, looked up): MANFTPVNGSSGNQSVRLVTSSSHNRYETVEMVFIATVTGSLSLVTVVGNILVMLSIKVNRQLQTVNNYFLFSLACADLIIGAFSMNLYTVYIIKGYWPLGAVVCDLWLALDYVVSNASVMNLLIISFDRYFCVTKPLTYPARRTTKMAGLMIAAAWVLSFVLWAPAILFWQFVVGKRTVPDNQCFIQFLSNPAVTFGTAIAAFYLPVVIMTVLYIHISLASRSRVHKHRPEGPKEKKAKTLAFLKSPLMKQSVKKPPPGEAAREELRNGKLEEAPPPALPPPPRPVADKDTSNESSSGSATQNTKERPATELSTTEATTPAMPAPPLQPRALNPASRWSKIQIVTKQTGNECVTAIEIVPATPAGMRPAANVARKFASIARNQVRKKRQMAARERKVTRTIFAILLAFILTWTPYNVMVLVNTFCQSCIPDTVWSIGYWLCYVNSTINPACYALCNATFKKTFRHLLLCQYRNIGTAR
# CHRM4 PAM: positive allosteric modulators of human muscarinic M4 receptor | P08173 | CHO-K1 hM4/Gqi5, Fluo-8 calcium fluorescence, ACh EC20; 0% = ACh EC20, 100% = maximal ACh | activation, % at 3 µM | 360,000 tested, 0.4% active | AID 624126;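 active = activation above its plate's cutoff, the mean activation of sample wells plus 3 SD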; also: some results filed as inactive read as strong as hits
# CHRM5 PAM: CHRM5 positive allosteric modulation. P08912. CHO-K1 hM5, Fluo-8 calcium, ACh EC20 PAM; 0% = ACh EC20, 100% = ACh EC100. activation, % at 3 µM. 360,000 tested, 0.3% active. AID 624038;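 active = activation above the run cutoff, the mean activation of all test compounds plus 3 SD, cut at about 18% in these data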
#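 Probe or stimulus: acetylcholine, EC20 level; Assay system: human M5 receptor in CHO-K1 cells; Schedule: compound preincubation 140 s before EC20 acetylcholine addition; Technique: intracellular calcium via Fluo-8 fluorescence; Dosing: single-point, 3 µM nominal; Read-out basis: percent activation from peak-over-basal fluorescence ratio, scaled EC20-to-EC100 acetylcholine; Repeats: one well per compound, no replicates.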
# M5 antag: antagonists of human muscarinic M5 receptor (CHRM5); P08912; CHO-hM5 cells, Fluo-8 calcium fluorescence, ACh EC80; inhibition, % at 3 µM; 360,000 tested, 0.59% active;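 active = inhibition above a per-plate cutoff, the mean of that plate's test compounds plus 3 SD, cut at about 27% in these data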;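 also: 0% = acetylcholine EC80 with DMSO and 100% = DMSO without agonist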
# CHRM4 antagonist: antagonists of human muscarinic M4 receptor (CHRM4); P08173; CHO-hM4 cells, ACh EC80, Fluo-8 calcium fluorescence; inhibition, % at 3 µM; 360,000 tested, 0.73% active; AID 624125;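 active = inhibition above its plate's cutoff, the mean inhibition of sample wells plus 3 SD, cut at about 27% in these data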;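 also: 0% = acetylcholine EC80 with DMSO and 100% = DMSO without agonist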
# CRFBP-R2 agonist: agonists of human CRF-binding protein/CRF-R2 receptor complex. HEK293 CRF-R2/CRF-BP, calcium dye fluorescence (FLIPR); percent of saturating CRF peptide response. AID 588473. 350,000 tested, 0.46% active. activation, % at 13.2 µM;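 active = activation of at least 50%, plus an integration ratio under a set limit after plate pattern correction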;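 also: plate controls were neutral control wells without compound for no effect and CRF at EC100 for full effect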
# CHRM5 agonist: agonists of human muscarinic M5 receptor (CHRM5); 360,000 tested, 0.19% active; CHO-K1 hM5 cells, Fluo-8 calcium fluorescence; 0% DMSO wells, 100% maximal acetylcholine response; activation, % at 3 µM; P08912;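 active = activation above the run's mean over test compounds plus 3 SD, cut at about 23% in these data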;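 also: signal is peak over basal fluorescence ratio across the kinetic read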
# Starred values were filed as active, the others as inactive; . = not tested or not shown; & = joins results of further samples.
item	molecule	CRFBP-R2 agonist	M5 antag	M1 antag	CHRM4 antagonist	CHRM5 PAM	CHRM5 agonist	M1 PAM	CHRM4 PAM	CHRM4 agonist
1	COCCN(C(=O)COC(=O)/C=C/c1ccc(C(F)(F)F)cc1)c1c(N)n(Cc2ccccc2)c(=O)[nH]c1=O	0.0	10	-4	-5	2	0	3	2	1
2	CN(C(=O)CCNC(=O)Cn1cnc2ccccc2c1=O)c1ccc(Br)cc1	-0.9	6	4	9	0	0	0	-4	1
3	COc1ccc(CCN2C(=O)CCC2(C)C(=O)NCc2cccnc2)cc1OC (centres undefined)	-0.3	-7	-10	-5	1	1	9	7	0
4	NC(=O)N/N=C/c1ccc(-c2ccc(S(=O)(=O)Nc3ncccn3)cc2)o1	3.1	13	3	-6	-17	1	-1	-7	11
5	Cc1cc(C(=O)OCC(=O)NCc2ccco2)c(C)n1-c1ccccc1	0.2	0	-18	3	-2	-1	-5	-3	2
6	O=C(CSc1ncn[nH]1)N1CCCCC1	0.1	1	2	-5	9	3	2	4	0
7	c1ccc2c(SCc3cn4ccccc4n3)nncc2c1	0.5	11	-9	9	2	-6	2	-8	1
8	CC(C)NC(=O)c1onc(CSc2ccc(Cl)cc2)c1C(=O)O	-1.6	9	3	-8	11	2	5	12	1
9	Cc1ccc(S(=O)(=O)NCCCNS(C)(=O)=O)cc1	-0.4	-7	-9	11	6	0	13	17	0
10	CCCCNC(=O)c1ccc2c(c1)ncn2C1CCCC1	-1.6	-4	-5	8	0	0	4	2	1
11	CC(O)Cc1cn([C@@H](CCCCN)C(=O)N2CCNCC2)nn1 (some centres undefined)	0.3	9	-6	-9	6	3	3	1	0
12	O=C(Nc1cc(F)cc(F)c1)c1sc(Cl)nc1-c1ccccc1	3.1	8	6	10	-13	3	-11	-11	5
13	O=C(O)c1ccc(S(=O)(=O)N(Cc2cccs2)CC2CCCO2)cc1 (centres undefined)	-0.3	1	-29	-3	5	1	8	4	0
14	O=c1[nH]cnc2c1nc(SCc1ccccc1)n2C1OC(CO)C(O)C1O (centres undefined)	4.0	-2	-14	-11	2	1	9	11	0
15	CC(=O)c1cccc(N(CC(=O)N2CCOCC2)S(C)(=O)=O)c1	7.1	-7	3	0	8	1	1	5	1
16	Cc1ccc2oc(=S)n(C)c2c1	-3.2	-9	-10	0	2	-2	5	4	1
17	CC(=O)/C(=N/Nc1ccccc1C)N1CCOCC1	3.4	-1	-11	3	-4	-4	7	-1	0
18	Cc1ccc(S(=O)(=O)CCC(=O)NCc2ccccc2F)cc1	-1.9	-4	-11	1	2	-1	10	0	0
19	CCOc1ncccc1C(=O)OCc1cn2cc(Cl)ccc2n1	-0.2	-2	5	-11	1	-2	-3	8	4
20	COC(=O)CNC(=O)C(NC(=O)c1ccc(Cl)cc1)C(C)C (centres undefined)	3.8	0	3	-8	4	-4	0	-2	0
21	CCOc1ccc(C(C)=O)cc1CSc1nnc(-c2ccncc2)n1CCOC	-0.2	12	6	-4	-15	-3	-2	-15	18
22	CN(CC(=O)Nc1ccccc1C(F)(F)F)C(=O)c1ccccc1Sc1ccccc1C#N	-0.4	10	1	-11	-8	1	7	11	7
23	CCOC(=O)C1=C(O)C(=O)N(c2ccc(S(N)(=O)=O)cc2)C1c1ccc([N+](=O)[O-])cc1 (centres undefined)	-0.1	13	2	13	-4	-1	-1	3	1
24	COc1ccc(-c2cc(C(=O)N3CCN(C(c4ccccc4)c4ccccc4)CC3)no2)cc1	1.6	2	3	-10	-6	-2	-4	4	0
25	O=C1C2C3C=CC(CC3)C2C(=O)N1/N=C/c1ccco1 (centres undefined)	0.1	-9	-3	5	3	3	0	-3	1
26	CCn1c(SCC(=O)NNC(=O)c2ccccc2)nnc1-c1ccco1	-2.7	-21	0	7	3	-1	-5	-1	0
27	NC(=O)COC(=O)c1ccc(S(=O)(=O)N2CCCCCC2)cc1	-0.7	1	18	13	3	0	-5	3	0
28	c1ccc(C[C@H]2CN=C(Nc3ccccc3)N2CCC2CCCC2)cc1	4.3	8	16	18	3	-3	-19	-10	5
29	c1c2c(cc3sc(N4CCCCC4)nc13)OCO2	-2.9	8	17	10	12	-15	-4	-7	-1
30	COc1ccccc1-c1cc(NC=O)c2ncc(-c3cccc(C(=O)N(C)C)c3)n2c1	.	4	4	-4	-4	0	-8	-3	10
31	CCCNC(=O)CN(CCc1ccccc1)S(C)(=O)=O	-1.8	3	-13	8	-2	-1	7	3	1
32	CCC(CC)C(=O)NCCN1CCN(C(=O)C(CC)CC)CC1	2.1	10	-13	-8	-7	-1	13	9	1
33	CC(=O)C1CCC2C3CC(C)=C4CC(O)CCC4(C)C3CCC12C (centres undefined)	-1.1	9	1	-8	2	-2	1	-2	-2
34	C1CN(CCN2CCOCC2)CCN1	-0.3	4	-15	11	2	-3	16	-1	0
35	Cc1c(NC(=O)C(C)OC(=O)CCc2ccccc2)c(=O)n(-c2ccccc2)n1C (centres undefined)	-1.7	12	18	2	-9	5	-5	-11	9
36	CNC(=S)NNC(=O)c1noc(C)c1C(=O)N1CCN(C(c2ccccc2)c2ccccc2)CC1	1.2	4	-6	-1	-10	-10	6	-11	2

# The closing two compounds of the section above are carried over, then new ones follow:
item	molecule	CRFBP-R2 agonist	M5 antag	M1 antag	CHRM4 antagonist	CHRM5 PAM	CHRM5 agonist	M1 PAM	CHRM4 PAM	CHRM4 agonist
35	Cc1c(NC(=O)C(C)OC(=O)CCc2ccccc2)c(=O)n(-c2ccccc2)n1C (centres undefined)	-1.7	12	18	2	-9	5	-5	-11	9
36	CNC(=S)NNC(=O)c1noc(C)c1C(=O)N1CCN(C(c2ccccc2)c2ccccc2)CC1	1.2	4	-6	-1	-10	-10	6	-11	2
37	Cc1ccc2c(C)nc(/N=C(\N)NC(=O)N3c4ccccc4Sc4ccccc43)nc2c1	-3.5&1.8	10&6	-6&-9	-4&11	-9&-2	-1&-3	12&8	2&1	-1&0
38	CCOC(=O)C1(C)CCN1C(=O)c1ccc(C(=O)OC)cc1 (centres undefined)	.	26	-12	6	3	0	14	5	1
39	O=C(Nc1ccccc1)N(Cc1cccs1)C1CCCC1	1.9	-5	19	0	-3	-9	-9	-1	1
40	Cc1nnc2n(-c3ccccc3)c(=O)c3c4c(sc3n12)CC(C)CC4 (centres undefined)	0.1	-12	-3	2	7	0	-1	-3	0
41	Cc1cc(C)cc(C(=O)NCC(=O)OC(C)C(=O)N(C)c2ccccc2)c1 (centres undefined)	-0.9	3	-12	8	1	-2	9	-6	1
42	Cc1ccc(C(=O)N/N=C2\CCc3ccccc32)c(C)c1	-1.6	-1	5	9	3	-2	1	-7	-2
43	Fc1ccc(/C=N/N2CCN(Cc3ccccc3)CC2)cc1	2.0	12	-8	-6	1	-3	0	3	0
44	O=C(COC(=O)Cn1cnc2ccccc21)Nc1ccc(F)c(F)c1	-0.9	-4	-16	-4	13	3	4	2	3
45	CC(=O)c1cccc(NC(=O)N2C3CCCC2CC(NC(=O)C2CC2)C3)c1 (centres undefined)	-0.1	2	-29	-35	-1	-3	19	6	1
46	O=C(c1cc(-c2ccc(Cl)cc2)on1)N1CCc2ccccc2C1	12	11	-7	0	-4	-1	2	0	1
47	O=C(NCCCN1CCOCC1)c1cc2ccccc2cc1O	-0.8	-2	7	-3	5	-2	-1	12	1
48	Cc1ccc(SCc2cn3cc(Cl)ccc3n2)cc1	-0.2	0	-17	-10	3	-8	3	17	0

# 2 records picked at random from those above:
item	molecule	CRFBP-R2 agonist	M5 antag	M1 antag	CHRM4 antagonist	CHRM5 PAM	CHRM5 agonist	M1 PAM	CHRM4 PAM	CHRM4 agonist
46	O=C(c1cc(-c2ccc(Cl)cc2)on1)N1CCc2ccccc2C1	12	11	-7	0	-4	-1	2	0	1
27	NC(=O)COC(=O)c1ccc(S(=O)(=O)N2CCCCCC2)cc1	-0.7	1	18	13	3	0	-5	3	0

# More results.
item	molecule	CRFBP-R2 agonist	M5 antag	M1 antag	CHRM4 antagonist	CHRM5 PAM	CHRM5 agonist	M1 PAM	CHRM4 PAM	CHRM4 agonist
49	Cc1ccc(NC(=O)c2ccc(S(=O)(=O)N(C)c3ccccc3)cc2)cc1S(=O)(=O)N1CCOCC1	3.2	12	-3	11	0	0	4	-3	1
50	Cc1ccc(C)c(S(=O)(=O)N2CCCC2CNC(=O)C(=O)NCCc2ccco2)c1 (centres undefined)	0.3	10	-6	5	-17	2	2	-8	16
51	Cc1cc(Nc2ccc(F)cc2F)n2nc(C)nc2n1	-0.1	-4	-12	0	2	1	8	5	0
52	O=C(COc1ccc([N+](=O)[O-])cc1Cl)NCCN1C(=O)CSC1=O	1.2	9	-8	7	0	-3	10	8	0
53	CCN1CCN(C(=O)CN(CC)S(=O)(=O)c2ccc(Cl)cc2)CC1	-1.9	2	-1	-7	-7	-4	-2	11	1
54	C=CCn1c(SCC(=O)OCc2ccccc2)nc2c1c(=O)n(C)c(=O)n2C	-0.3	6	-10	0	-7	-1	2	-5	8
55	CCN(C(=O)COC(=O)C1CCN(S(=O)(=O)c2ccc(C)c(C)c2)CC1)C1CCS(=O)(=O)C1 (centres undefined)	2.3	0	-9	-5	2	-8	2	11	1
56	COc1ccc(C(O)c2nccn2Cc2ccccc2)cc1 (centres undefined)	-1.8	1	13	1	1	1	-5	-10	1
57	O=C(/C=C/c1ccc(Br)cc1)NC(=S)NNC(=O)c1ccco1	9.3	-7	-1	-7	-3	-2	2	5	0
58	Cc1ccc(S(=O)(=O)N2CCOCC2)cc1C(=O)Nc1cccc(C(=O)NC2CC2)c1	-0.1	13	-8	-14	0	-3	6	8	3
59	COc1ccc(CNC(=O)c2noc(C)c2[N+](=O)[O-])cc1	-1.4	4	-9	-11	0	-6	7	3	1
60	CC(=O)c1ccc(Cc2cnc(N)s2)cc1	-1.7	1	0	-9	-3	-2	-4	4	2
61	CC(=O)Oc1ccc(/C=N/NS(=O)(=O)c2ccc(C)cc2)c(OC(C)=O)c1	-0.6	10	-12	4	-2	-2	9	-3	1
62	O=C1C(C=NCc2ccco2)=C(O)c2ccccc21	0.5	-2	-14	4	1	0	8	9	0
63	COc1ccc(CCNC(=O)c2[nH]c(C)c(C(C)=O)c2C)cc1OC	0.1	-4	12	-3	-8	-5	-8	0	2
64	O=C(CN1CCN(S(=O)(=O)c2ccc(Br)cc2)CC1)Nc1ccc2c(c1)OCO2	2.3	-4	-31	6	-6	-1	3	-6	4
65	COc1ccc(NS(=O)(=O)c2ccc(C)c(NC(=O)C3CCCO3)c2)cc1 (centres undefined)	0.1	16	-7	6	-5	1	8	0	1
66	CS(=O)(=O)c1ccc(Cl)c(NC(=O)CCCSc2ccccc2)c1	0.6	7	3	0	-3	-2	-1	0	1
67	CN(C)C(=O)N1CCC(C(=O)NCc2ccccc2Cl)CC1	7.5	-16	-15	-17	15	-2	9	10	0
68	CC(C)C(NC(=O)C1CCCCC1)C(=O)NC1CCCC(C)C1C (centres undefined)	39	14	-11	-5	-8	-3	12	6	0
69	O=[N+]([O-])c1ccc(Nc2ccccc2F)nc1	-1.8	5	2	-13	-11	0	-1	-3	3
70	NC1=C([N+](=O)[O-])C(c2ccccc2)C2=C(CCCC2=O)O1 (centres undefined)	-2.1	0	5	3	24*	1	0	13	0
71	Cc1ccc(C)c(N2CCN(C(=O)c3csc(C)c3C)CC2)c1	-1.8	2	-6	-11	-3	1	3	11	4
72	COc1ccccc1C(=O)NCCC(=O)NCCCSc1ccccc1	-2.9	3	-1	-4	-4	-1	6	-1	3

# Random draw from the library; any-hit rate near 2.8%.
